Assay outcomes (PubChem)
EPAC1 antagonist – blocks human EPAC1 exchange factor; O95398; Potency, µM (doses to about 115 µM), inactives show at the highest dose activity change, negative = inhibition, actives largely listed as inhibitors; AID 720709; EPAC1 GEF assay, Rap1b-BODIPY-GDP exchange fluorescence; 360,000 compounds, 0.14% hits;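 note: potency is the fitted concentration of half-maximal effect; plate controls were vehicle for no effect and positive control for full effect; nearly all actives have a fitted effect of over 50% in size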
PLK1 PBD inh – PLK1 (human) polo-box domain binding inhibition; 360,000 compounds, 2.8% hits; Plk1 PBD binding of FITC phosphopeptide, fluorescence polarization; Potency, µM, for inactives: max response, negative = inhibition, usual class: inhibitors; AID 720504; note: potency is the fitted concentration of half-maximal effect; series mostly up to about 57 µM; % is set by controls: 0 for no effect and ±100 for the full control effect; nearly all actives have a fitted effect of over 65% in size
Target sequence (P53350 whole entry, looked up, the tested form may be a part): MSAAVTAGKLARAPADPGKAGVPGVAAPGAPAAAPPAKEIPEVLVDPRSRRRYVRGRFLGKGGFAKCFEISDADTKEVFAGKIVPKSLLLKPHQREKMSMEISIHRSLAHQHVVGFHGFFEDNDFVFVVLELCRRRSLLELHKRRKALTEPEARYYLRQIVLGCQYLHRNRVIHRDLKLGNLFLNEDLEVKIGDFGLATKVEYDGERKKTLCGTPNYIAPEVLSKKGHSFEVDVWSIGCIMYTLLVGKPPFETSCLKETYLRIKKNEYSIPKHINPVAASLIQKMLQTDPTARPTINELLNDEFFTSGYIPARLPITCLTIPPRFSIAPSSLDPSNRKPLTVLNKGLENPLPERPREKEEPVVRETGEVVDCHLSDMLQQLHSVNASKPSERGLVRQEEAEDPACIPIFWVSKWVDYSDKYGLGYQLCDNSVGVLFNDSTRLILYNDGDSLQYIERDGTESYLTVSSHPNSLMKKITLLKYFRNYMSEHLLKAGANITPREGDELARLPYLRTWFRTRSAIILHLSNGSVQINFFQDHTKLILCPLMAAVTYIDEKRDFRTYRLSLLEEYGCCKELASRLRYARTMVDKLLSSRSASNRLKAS
EPAC1 agonist – activates human EPAC1 exchange factor. EPAC1 agonist qHTS, biochemical assay; response scale: 100% = response to 6.5 mM cAMP. Potency, µM (highest dose often 154 µM), for inactives: at the top dose activation, hits mostly activators. O95398. 360,000 compounds, 0.073% hits; note: potency is the fitted concentration of half-maximal effect; nearly all actives have a fitted effect of over 60% in size
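Normalized to 6.5 mM cAMP, activity reflects EPAC1-catalysed release of BODIPY-GDP from Rap1B, followed kinetically over 30 min at 480 nm excitation, 540 nm emission. Reaction contained 100 nM EPAC1, 250 nM Rap1B-BODIPY-GDP, 50 uM GDP.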
WRN inhibitor – inhibitors of human WRN helicase; Q14191; WRN helicase unwinding, fluorescent forked duplex, kinetic; Potency, µM (titrated, usually from 114 µM), without a hit: at the top dose activity change, negative = inhibition, hits mostly inhibitors; 360,000 compounds, 0.46% hits; AID 651768; note: potency is the fitted concentration of half-maximal effect; % is set by controls: 0 for no effect and ±100 for the full control effect; nearly all actives have a fitted effect of over 55% in size
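Primary qHTS, 1536-well format. 20 nM WRN + compound, 15 min RT; start with 100 nM forked fluorophore/quencher duplex, 2 mM ATP (final); kinetic read ex 525/em 598 nm.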
Abeta rescue – restores growth of yeast expressing A-beta42 peptide; Potency, µM (titrated, usually from 46.1 µM), without a hit: top-dose growth rescue, most hits filed as activators; AID 1347071; 410,000 compounds, 0.063% hits; yeast expressing A-beta42, growth rescue, OD600, 48 h; response scale: 0% DMSO, 100% iron-clioquinol control; note: potency is the fitted concentration of half-maximal effect; nearly all actives have a fitted effect of over 55% in size
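Growth rescue measured by 600 nm absorbance after 48 h yeast culture at 30 C with compound. Values normalized between DMSO and an equimolar ferric chloride plus clioquinol control.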
FUS suppressor – rescues growth of FUS-expressing yeast; S. cerevisiae FUS-expressing, growth rescue, OD600, 24 h; Potency, µM (titrated, usually from 76.6 µM), without a hit: top-dose growth rescue (activation), most hits filed as activators; 390,000 compounds, 0.24% hits; AID 1347120;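 note: potency is the fitted concentration of half-maximal effect; plate controls were DMSO vehicle for no effect and reference control for full effect; nearly all actives have a fitted effect of over 55% in size; some results filed as inactive show a strong effect at the top dose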
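Quantitative HTS measuring growth restoration of FUS-toxic yeast. Galactose-induced cells (OD 0.005) were exposed 24hr at 30C to compounds at several concentrations, then absorbance at 600 nm was recorded.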
PI5P4Ka inh – blocks human PI5P4K alpha kinase activity; P48426; PI5P4Kalpha enzyme, ADP-Glo luminescence, 60 min; active compounds read low; max response, %; 330,000 compounds, 1.2% hits; AID 652105; active = max response of -50% or lower; inconclusive = between -30% and -50%; inactive = -30% or higher; note: value at the top dose of about 77 µM; % is set by controls: 0 for no effect and ±100 for the full control effect
Target sequence (P48426 whole entry, looked up): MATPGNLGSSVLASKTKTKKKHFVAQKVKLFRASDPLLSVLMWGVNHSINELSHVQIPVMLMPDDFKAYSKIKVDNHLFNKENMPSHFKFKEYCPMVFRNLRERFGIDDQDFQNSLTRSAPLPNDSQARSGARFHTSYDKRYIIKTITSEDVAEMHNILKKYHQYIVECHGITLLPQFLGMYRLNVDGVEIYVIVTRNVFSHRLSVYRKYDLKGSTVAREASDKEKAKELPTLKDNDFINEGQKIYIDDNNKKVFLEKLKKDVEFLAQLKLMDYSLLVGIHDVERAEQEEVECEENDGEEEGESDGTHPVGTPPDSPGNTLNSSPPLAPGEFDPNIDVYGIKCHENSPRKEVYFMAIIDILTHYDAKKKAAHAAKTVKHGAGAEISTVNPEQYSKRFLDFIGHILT
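Luminescence from ADP-Glo served as readout of PI5P4Kalpha activity in a qHTS format. Reaction: enzyme, substrate, compound, ATP at 5 microM final, 60 min at RT.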
IL2 activator – activates IL-2 in a cell-based reporter assay. IL-2 activation reporter assay, cell-based qHTS; stimulated with anti-CD3/CD4/CD28 beads; in transgenic mouse T cells. activation, % (series mostly up to about 46 µM). 360,000 compounds, 0.065% hits; in the data active = activation above about 50%; inconclusive = mostly about 30% to 49%; note: 0% is about no effect
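Using fluorescent plate cytometry, EGFP and DsRed are detected in transgenic mouse T cells stimulated 18 h at 37 degrees C with antibody-coated beads after 60 min compound pretreatment.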
aSyn rescue – alpha-synuclein toxicity inhibition in yeast; Yeast expressing alpha-synuclein, growth rescue, BacTiter-Glo, 24 h; 370,000 compounds, 0.14% hits; Potency, µM (highest dose often 46.1 µM), for inactives: at the top dose growth rescue (activation), actives largely listed as activators; note: potency is the fitted concentration of half-maximal effect; % of control where 0% means no effect; nearly all actives have a fitted effect of over 65% in size
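Rescue of yeast growth: cells expressing toxic alpha-synuclein, induced in galactose at OD600 0.02, incubated with compound 24 h at 30 C. ATP luminescence quantified growth; inhibitors of toxicity appear as activators.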
* = called active by the depositor; ? = inconclusive; · = not tested or not shown; & = joins results of further samples; [ ] = dose if it differs, or a comment. Unless noted, calls come from the whole dose curve; as a rule, active = well fitted curve in the direction sought with a large enough effect; inconclusive = small, poorly fitted or top-dose-only effect, or another doubt; inactive = no such curve, though single readings can be large; an effect the other way counts as inactive or inconclusive.

SMILES	EPAC1 antagonist	PLK1 PBD inh	EPAC1 agonist	WRN inhibitor	Abeta rescue	FUS suppressor	PI5P4Ka inh	IL2 activator	aSyn rescue
CCC(=O)N(Cc1cc2ccc(C)cc2n2nnnc12)C1CCCCC1	-8%	-29%	-4%	2%	-3%	5%	-13	-2.4	0%
O=C(Nc1ccc(F)c(Cl)c1)c1cc(C2CCCN(C(=O)C3CC3)C2)on1 (stereo unspecified)	-15%	-13%	20%	-1%	-16%	18%	-9	2.1	-8%
COc1ccc(/C(N)=N/OC(=O)CCc2ccccc2)cc1OC	-17%	-5%	14%	-4%	-6%	15%	1	-0.1	0%
CCCC(=O)N1CCCC1(C)C(=O)NCc1c(F)ccc(C)c1F (stereo unspecified)	?	-12%	-2%	3%	-16%	-20%	4	-0.5	-3%
Cc1cccc(C)c1NC(=O)Cn1nnnc1N	-2%	-4%	-3%	-1%	4%	-25%	2	1.1	-3%
CC(O)CNc1ncnc2nc[nH]c12 (stereo unspecified)	18%	-1%	-2%	0%	-9%	10%	1	-0.1	-5%
O=C(NC1CCCCC1)C(c1ccccc1F)N(Cc1ccco1)C(=O)Cn1nnc2ccccc21 (stereo unspecified)	7%	2%	-1%	6%	-2%	8%	8	-0.2	-4%
Cn1c(=O)[nH]c(=O)c2c1nc(SCC(=O)O)n2Cc1ccccc1	-4%	-10%	-8%	9%	-11%	-9%	?	-0.3	0%
CCOc1ccc(CCNC(=O)C2CC(=O)N(CCc3ccc(OC)c(OC)c3)C2)cc1OCC (stereo unspecified)	-29%	-3%	-5%	1%	-5%&16%	16%&10%	12	-2.9	-2%
COC(=O)c1ccc(C2C(Oc3ccccc3C)C(=O)N2CCc2ccc(OC)c(OC)c2)cc1 (stereo unspecified)	-14%	-3%	-1%	-8%	13%	5%	-1	0.1	1%
O=C(CCCN1C(=O)c2cccnc2Oc2ccc(Cl)cc21)N1CCCCC1	-6%	-15%	-5%	-6%	2%	18%	-3	-0.5	4%
C(=N\Nc1nc(N2CCCC2)nc(N2CCCC2)n1)/c1ccncc1	-13%	-3%	-9%	7%	-8%	13%	13	-0.3	-5%
Cc1cccc(N2CCN(C(=O)c3ccc4c(c3)CCN4S(C)(=O)=O)CC2)c1C	-6%	-2%	-8%	-4%[57.1 µM]	25%	44%	10	-0.1	1%
Cc1ccc(Cl)cc1N1CCN(S(=O)(=O)c2ccc3[nH]c(=O)ccc3c2)CC1	31%[activator]	0%	-16%	-1%	1%	10%	-4	-2.1	-1%
O=C(O)c1cc(-c2ccco2)nc2ccccc12	12%	?	-10%	?	-12%	-8%	-28	-0.5	-4%
CCN(CC)CCCNC(=O)c1ccccc1NC(=O)C1=CSCCO1	11%	-13%	12%	-4%	3%	1%	-7	-2.8	-6%
COCCN(CCOC)Cc1cc(=O)oc2cc(C)c(C)cc12	-9%	-10%	0%	-7%	-4%	3%	10	-0.3	0%
CCC(=O)OCCNc1cc(SCCC(=O)OC)c2nonc2c1[N+](=O)[O-]	-12%	?	-22%	-9%	-37%	2%	-7	-0.8	?
CC12CCC(C(=O)NCc3ccc4c(c3)OCO4)(C(=O)C1=O)C2(C)C (stereo unspecified)	-12%	-9%	-8%	10%[57.1 µM]	-2%	0%	-7	-2.1	19%
COc1cccc(-n2c(SCC(=O)N3CCOCC3)nnc2-c2c[nH]c3ccccc23)c1	-7%	-7%	-7%	-10%	3%	-4%	1	-1.1	-2%
O=C(Cn1c(=O)oc2ccccc21)Nc1n[nH]c(=S)s1	7%	?	-2%	-6%	12%	0%	-79*	0.3	-3%
CC(C)(C)C(=O)Nc1sc2c(c1-c1nc3ccccc3[nH]1)CCCC2	-9%	-11%	-1%	-6%	8%	48%	·	2.6	1%
COc1ccccc1CN1CC(C(=O)NCc2cc(F)cc(C(F)(F)F)c2)CCC1=O (stereo unspecified)	5%	0%	-10%	4%[57.1 µM]	-5%	14%	-1	-2.6	3%
Cc1cc(=O)n2[nH]c(COc3ccccc3)nc2n1	-2%	1%	-5%	-7%	13%[9.22 µM]	-43%	3	1.5	-2%
COc1cc(C(=O)NC(C)c2ccccc2)ccc1OCC(=O)N1CCOCC1 (stereo unspecified)	-5%	-12%	-9%	5%	-1%	-21%	-6	-0.8	-7%
SMILES	EPAC1 antagonist	PLK1 PBD inh	EPAC1 agonist	WRN inhibitor	Abeta rescue	FUS suppressor	PI5P4Ka inh	IL2 activator	aSyn rescue
c1ccc(COc2ccc(-c3cc4nc(NCc5ccc6c(c5)OCO6)ccn4n3)cc2)cc1	-12%	-8%	-1%	-10%	-25%	36%	14	-0.2	-16%
O=C(Nc1ccc2c(c1)OCCO2)N1CCN(c2ccccc2)CC1	0%	0%	3%	-7%	18%	-4%	0	-0.4	·
O=C(CN1C(=O)CC(c2ccco2)Sc2ccccc21)NCc1ccc2c(c1)OCO2 (stereo unspecified)	-5%	-5%	9%	-15%	2%	27%	·	0.9	-1%
Cc1onc(-c2ccccc2Cl)c1C(=O)N(C)C1CCCCC1	9%	-1%	-17%	1%	1%	0%	-7	-1.8	1%
Cc1cc(C)cc(Cn2c3ccc(NC(=S)NCc4ccccc4F)cc3c(=O)n2C)c1	-7%	-11%	0%	-4%	6%	25%	9	-0.2	2%
O=C(CSc1cccc[n+]1[O-])Nc1cc(Cl)ccc1[N+](=O)[O-]	12%	2%	3%	-1%	3%	·	-1	-6.6	?
O=C(NC1CC1)C1CCCN1C(=O)NC1CCCCC1 (stereo unspecified)	-1%	4%	6%	6%	-3%	-21%	-2	0.3	5%
C=C[C@@H]1c2ccccc2N(S(=O)(=O)c2ccc(C)cc2)[C@H](c2ccccc2)C1(C#N)C#N	-17%	1%	-9%	1%	6%	3%	-2	0.0	-8%
COC(=O)c1ccc(C)c(NC(=S)NCc2ccc(Cl)cc2)c1	0%	-8%	-7%	-11%	6%	·	-1	0.0	1%
CCOC(=O)N1CCN(C(=O)CCSc2ccc(C)cc2)CC1	-25%	3.4µM*	-1%	-2%	-1%	1%	?	1.6	5%
CC(=O)N1c2c(cc(Br)cc2S(=O)(=O)NCC2COc3ccccc3O2)CC1C (stereo unspecified)	0%	?	2%	6%	8%	21%	1	-1.4	-4%
Cc1ccc(-c2nc3cc(C)c(Br)c(C)n3c2Cc2cccc(F)c2)cc1	-1%	-2%	2%	1%	8%	5%	15	2.2	1%
O=C(CSc1ccccc1)NN1C(=O)c2ccccc2C1=O	-3%	-19%	8%	-1%	28%	2%	-8	0.7	6%
ClCC(CNCc1ccccc1)c1ccccc1 (stereo unspecified)	-21%	-19%	5%	11%	6%	-6%	-1	-0.2	-7%
CCC(C)C(NC(=O)OCc1ccccc1)C(=O)NCC(c1ccccc1)N(C)C (stereo unspecified)	6%	-7%	-7%	-2%	-7%	15%	3	-1.7	1%
O=C1C=C(N2CCCCCC2)C2(CCCCC2)O1	13%	-9%	15%	2%	2%	14%	-2	-0.7	-2%
CCCC1=C(C(=O)OCC)C(c2ccc(NC(C)=O)cc2)NC(=O)N1 (stereo unspecified)	-1%	-6%	-8%	0%	2%	7%	·	-1.6	0%
CC(=O)Nc1ccc(Cl)c(C(N)=O)c1	7%	-1%	-1%	2%	7%	-10%	·	-0.6	0%
COc1ccc2nc(SCC(=O)NC3CC3)c(C#N)cc2c1	9%	3%	-5%	7%	1%	0%	1	0.8	2%
c1ccc2c(c1)ccn2CCCN1CCCCC1	6%	1%	5%	4%	-1%	·	18	2.7	-13%
COc1cccc(CN(CC(=O)NC2CCCC2)C(=O)Cn2nnc(-c3cccs3)n2)c1	0%	-12%	3%	-6%	24%	16%	0	-0.4	2%
CCCN(CCC)C(=O)CC(c1ccc(F)cc1)c1ccco1 (stereo unspecified)	-9%	?	15%	-8%	-3%	25%	?	3.6	-1%
NCCNc1ccc(C(=O)N2c3ccccc3Sc3ccccc32)cc1[N+](=O)[O-]	-7%	2%	1%	3%	-12%	?	6	-0.7	-2%
C#CC(CC)(CC)NC(=O)c1nn(-c2ccccc2Cl)c(C)cc1=O	-17%	-15%	3%	-32%	-13%	7%	-3	-1.7	-5%
CCOC(=O)c1ccccc1NC(=O)COC(=O)CN1C(=O)NC2(CCCC2)C1=O	-2%	6%	2%	2%	-1%	23%	-5	-0.2	7%

Given with values under each structure: 4 of the compounds above.
The line under a structure holds: EPAC1 antagonist	PLK1 PBD inh	EPAC1 agonist	WRN inhibitor	Abeta rescue	FUS suppressor	PI5P4Ka inh	IL2 activator	aSyn rescue
Cc1ccc(Cl)cc1N1CCN(S(=O)(=O)c2ccc3[nH]c(=O)ccc3c2)CC1
    31%[activator]	0%	-16%	-1%	1%	10%	-4	-2.1	-1%
O=C(O)c1cc(-c2ccco2)nc2ccccc12
    12%	?	-10%	?	-12%	-8%	-28	-0.5	-4%
CCN(CC)CCCNC(=O)c1ccccc1NC(=O)C1=CSCCO1
    11%	-13%	12%	-4%	3%	1%	-7	-2.8	-6%
COCCN(CCOC)Cc1cc(=O)oc2cc(C)c(C)cc12
    -9%	-10%	0%	-7%	-4%	3%	10	-0.3	0%

Further records
SMILES	EPAC1 antagonist	PLK1 PBD inh	EPAC1 agonist	WRN inhibitor	Abeta rescue	FUS suppressor	PI5P4Ka inh	IL2 activator	aSyn rescue
Cn1cccc1/C=C1/SC(=S)N(CC(=O)O)C1=O	?	39%[activator]	15%	-5%	2%	-7%	5	-1.4	10%
CC(=O)Nc1cc(-c2cccc(CO)c2)cn2c(-c3cccc(C(F)(F)F)c3)cnc12	-7%	-14%	-1%	-9%	-12%	-4%	?	-0.1	4%
COc1ccc(S[C@@H](CCN2CC[C@H](C)CCC2=O)c2ccccc2)cc1	-27%	-18%	3%	1%	8%	?	1	-2.6	1%
CCN1CCN(S(=O)(=O)c2c[nH]c(C(=O)OC)c2)CC1	4%	5%	2%	1%	9%	-21%	-4	-1.0	-1%
C=CCn1cnnc1SCC(=O)N(C)CC1COc2ccccc2O1 (stereo unspecified)	-6%	-3%	0%	-29%	9%	4%	-7	-0.2	0%
CCOC(=O)NC1CCc2cc(OC)c(OC)c(OC)c2-c2ccc(SC)c(=O)cc21 (stereo unspecified)	-1%	1%	12%	-1%	1%	·	21	0.8	7%
